GCN5L2 inh: inhibitors of human GCN5L2 histone acetyltransferase; Q92830; GCN5L2 HAT assay, ThioGlo1 CoA-SH fluorescence; Potency, µM (highest dose often 58.9 µM), inactives show at the top dose activity change, negative = inhibition, most hits filed as inhibitors; hit rate 0.21% among 390,000; AID 504327
Target sequence (Q92830 whole entry, looked up): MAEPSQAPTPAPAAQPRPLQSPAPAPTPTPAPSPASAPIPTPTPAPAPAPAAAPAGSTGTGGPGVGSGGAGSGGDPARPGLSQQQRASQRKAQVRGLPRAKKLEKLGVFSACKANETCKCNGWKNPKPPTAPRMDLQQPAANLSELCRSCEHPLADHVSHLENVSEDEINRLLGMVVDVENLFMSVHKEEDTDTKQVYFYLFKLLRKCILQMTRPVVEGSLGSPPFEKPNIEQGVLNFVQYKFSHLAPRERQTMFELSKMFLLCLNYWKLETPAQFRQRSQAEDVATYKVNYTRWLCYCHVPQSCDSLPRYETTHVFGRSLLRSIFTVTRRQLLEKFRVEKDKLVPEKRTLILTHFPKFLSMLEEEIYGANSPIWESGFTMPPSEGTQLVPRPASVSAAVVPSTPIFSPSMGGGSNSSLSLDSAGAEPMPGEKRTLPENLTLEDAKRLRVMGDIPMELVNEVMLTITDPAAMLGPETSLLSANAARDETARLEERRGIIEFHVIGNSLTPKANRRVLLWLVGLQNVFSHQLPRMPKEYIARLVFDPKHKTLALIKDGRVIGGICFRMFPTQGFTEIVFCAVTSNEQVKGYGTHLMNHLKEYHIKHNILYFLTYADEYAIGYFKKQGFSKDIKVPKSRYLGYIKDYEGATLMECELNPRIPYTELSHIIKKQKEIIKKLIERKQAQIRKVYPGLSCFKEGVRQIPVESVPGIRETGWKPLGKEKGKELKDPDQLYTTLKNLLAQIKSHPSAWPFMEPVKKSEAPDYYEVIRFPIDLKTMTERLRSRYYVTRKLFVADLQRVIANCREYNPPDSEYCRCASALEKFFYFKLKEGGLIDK
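GCN5L2 (20nM final) in 50mM HEPES, 0.1mM EDTA pH 7.5, 0.01% Tween-20 was preincubated 15 min at room temperature with compound, then given ThioGlo1 (50uM), H3(1-25) peptide (75uM) and acetyl-CoA (70uM); CoA-thiol fluorescence (Ex340/Em540) was read at 0 and 20 min.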
DT40 TDP1 CPT: DT40-hTDP1 cell growth loss with CPT; hit rate 12% among 420,000; Potency, µM (doses to about 46.2 µM), without a hit: at the top dose activity change, negative = growth inhibition, most hits filed as inhibitors; chicken DT40 Tdp1-/-;hTDP1 cells + 20 nM CPT, ATP luminescence, 48 h; AID 686979; further: nearly all actives have a fitted effect of over 55% in size
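Chicken DT40 Tdp1-/- cells stably complemented with human TDP1 were seeded at 400 cells/well in medium containing 20 nM camptothecin, exposed to pin-transferred compounds, and grown at 37 °C for at least 48 hr. Viability was read as ATP luminescence.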
DT40 TDP1 no CPT: qHTS for Inhibitors of human tyrosyl-DNA phosphodiesterase 1 (TDP1): qHTS in cells in absence of CPT | DT40 Tdp1-/- hTDP1 cells, no CPT, ATP luminescence, 48 h | Potency, µM (series often up to 46.2 µM), inactives show top-dose activity change, negative = growth inhibition, most hits filed as inhibitors | hit rate 15% among 420,000; further: nearly all actives have a fitted effect of over 55% in size
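Growth of hTDP1-complemented DT40 Tdp1-knockout cells is measured by ATP luminescence after at least 48 hr compound exposure at 37 °C, with DMSO substituting for the 20 nM CPT used in the parallel screen.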
* hit, by the source's call; u = inconclusive; x = not tested or not shown; & = joins results of further samples. The call rests on the fitted dose curve; in most records, active means well fitted curve in the direction sought with a large enough effect; inconclusive means small, poorly fitted or top-dose-only effect, or another doubt; inactive means no such curve, though single readings can be large; an effect the other way counts as inactive or inconclusive. On the % scale 0 is the no-effect control and ±100 the full control effect; potency means the concentration at half of the fitted maximal effect. This is a subset (hit frequency here may not be typical).

#1 CC(=O)OCC1OC(n2c(S)c(C#N)c(-c3ccccc3)c(C#N)c2=O)C(OC(C)=O)C(OC(C)=O)C1OC(C)=O (stereo unspecified)
#2 CCCc1ccc2oc(C(=O)N3CCC(COC)C3)c(C)c2c1 (stereo unspecified)
#3 Cc1nnc(SCC(=O)Nc2ccc3c(c2)OCCO3)s1
#4 O=C(Nc1ccccc1)Nc1ccc(Oc2cccnc2)nc1
#5 CC(=O)c1ccc(NC(=O)CSc2nnc3ccc(-c4ccc(F)cc4)nn23)cc1
#6 CCCCCNCc1cccn1C
#7 COc1ccc(S(=O)(=O)N2CCCCC2)cc1NC(=O)c1cc(C)on1
#8 COC(=O)c1sccc1NC(=O)c1c(C)noc1C
Compound,1,2,3,4,5,6,7,8
GCN5L2 inh,x,-6%,-1%,-5%,4%,-1%,2%,10%
DT40 TDP1 CPT,u,u,-7%,u,-9%,-15%,1%,-7%
DT40 TDP1 no CPT,u,u,-13%,16µM*,2%,2%,0%,-3%

#9 CCCNC(=O)Cn1nc(-c2ccccc2OC)ccc1=O
#10 O=C(CN1CCCCCC1)Nc1ccc(Oc2ccccc2)cc1
#11 CCc1ccc(C2CC(=O)Nc3c2c(=O)nc2c(C)cccn32)cc1 (stereo unspecified)
#12 O=C(NCc1ccccc1)C1CCCN(S(=O)(=O)c2cccs2)C1 (stereo unspecified)
#13 COc1ccccc1C/C(N)=N/OC(=O)c1ccc2c(c1)OCO2
#14 COCCn1nnnc1C(c1cccs1)N1CCN(c2cc(C)ccc2C)CC1 (stereo unspecified)
#15 Cc1ccc(C)c(OCCCC(=O)Nc2nccs2)c1
#16 CCOC(=O)N1CCN(C(=O)CS(=O)Cc2nc(-c3ccc(C)cc3)oc2C)CC1 (stereo unspecified)
Compound,9,10,11,12,13,14,15,16
GCN5L2 inh,x,-12%,-13%&-3%,-5%,-3%,u,x,-2%
DT40 TDP1 CPT,-4%,10%,1%&-11%,-3%,u,u,-3%,12%
DT40 TDP1 no CPT,-9%,u,2%&-3%,-15%,u,u,-17%,-29%

Some of these compounds in order of heavy-atom count, low to high:
#4 O=C(Nc1ccccc1)Nc1ccc(Oc2cccnc2)nc1
#13 COc1ccccc1C/C(N)=N/OC(=O)c1ccc2c(c1)OCO2
#16 CCOC(=O)N1CCN(C(=O)CS(=O)Cc2nc(-c3ccc(C)cc3)oc2C)CC1 (stereo unspecified)
Compound,4,13,16
GCN5L2 inh,-5%,-3%,-2%
DT40 TDP1 CPT,u,u,12%
DT40 TDP1 no CPT,16µM*,u,-29%

New compounds follow
#17 O=S(=O)(c1ccc(Oc2ccc(-c3nnco3)cc2)nc1)N1CCC(Cc2ccccc2)CC1
#18 COc1ccccc1N1CCN(CC(O)COCCOc2ccc(Br)cc2)CC1 (stereo unspecified)
#19 O=C(COC(=O)C1(c2ccccc2)CC1)NNC(=O)c1ccccc1
#20 COc1ccc(N=Cc2c(O)n(-c3cccc(C)n3)c(=O)c3ccccc23)cc1
#21 COCCNC(=O)Cn1c(=O)n(CCCCCC(=O)Nc2ccccc2)c(=O)c2sccc21
#22 O=C(CSc1nc2ccccc2s1)NC1CCCC1
#23 CCCCOc1ccc(C(C)NC(=O)CCS(=O)(=O)Cc2ccccc2F)cc1 (stereo unspecified)
#24 CCc1c(C)sc(NC(=S)NC(C)C2CCCO2)c1C(=O)OC (stereo unspecified)
Compound,17,18,19,20,21,22,23,24
GCN5L2 inh,1%,-1%,-22%,-11%,-8%&2%,-19%,26%,-5%
DT40 TDP1 CPT,-28%,16µM*,-22%,u,-13%&2%,10%,u,-7%
DT40 TDP1 no CPT,-20%,u,7%,u,u,8%,u,u

#25 COc1ccccc1NC(=O)Nc1nc(CC(=O)N2CCN(c3ccccc3)CC2)cs1
#26 COc1ccc(-c2cc(C(=O)NC(C(=O)O)C(C)C)c(C)o2)cc1OC (stereo unspecified)
#27 CCCCCCn1c(=O)n2n(c1=O)[C@@H]1CN(S(=O)(=O)c3ccc(C)cc3)C[C@]1(O)[C@@H](OC(=O)NCc1ccco1)C2
#28 CCN(CC)CCN(Cc1cc2cc3c(cc2[nH]c1=O)OCO3)C(=S)NCc1ccco1
#29 COc1cc2[nH]c(=O)n(CCCCCC(=O)N3CC=C(c4ccccc4)CC3)c(=O)c2cc1OC
#30 Cc1ccc2c(c1)-c1ncc(C(=O)c3ccccc3O)cc1CO2
#31 O=C(CCl)Nc1cccc(CP(=O)(c2ccccc2)c2ccccc2)c1
#32 Cc1cc(/C=C2\SC(=S)NC2=O)c(C)n1-c1cccc(O)c1
Compound,25,26,27,28,29,30,31,32
GCN5L2 inh,-7%,-2%,x,7%,-8%,1%,-2%,-4%
DT40 TDP1 CPT,16µM*,6%,u,u,26µM*,u,3.3µM*,-19%
DT40 TDP1 no CPT,u,-7%,23µM*,u,16µM*,u,2.6µM*,7%

#33 Cc1ccc(-c2cc(C(=O)OCC(=O)Nc3cc(C)on3)c3ccccc3n2)c(C)c1
#34 COc1cc(CNCc2ccc(SC)cc2)cc(OC)c1
#35 O=C(O)CCC(=O)N1N=C(c2cccs2)CC1c1cccc([N+](=O)[O-])c1 (stereo unspecified)
#36 COc1ccc(CCn2c3c(c(=O)[nH]c2=S)CN(CC(C)C)CN3)cc1OC
#37 CC1(C)CC(=O)C(C(=O)c2ccccc2)C(=O)C1
#38 CC1CN(C(=O)CCNC(=O)c2ccccc2Cl)CC(C)O1 (stereo unspecified)
#39 COc1cccc(N2CCN(C(=S)Nc3ccc(C)cc3C)CC2)c1
#40 Cc1c(CNCCCc2ccccc2)c(C(=O)O)c(C)n1Cc1ccc(Cl)cc1
Compound,33,34,35,36,37,38,39,40
GCN5L2 inh,1%,2%,-3%,x,3%,5%,-4%,-11%
DT40 TDP1 CPT,-27%,u,1%,u,0%,2%,-1%,u
DT40 TDP1 no CPT,u,u,6%,u,-2%,14%,-3%,21µM*

#41 O=C(NCc1cccnc1)c1cc(-c2cccs2)on1
#42 O=C(O)Cn1c(SCc2ccccc2)nc2ccccc21
#43 Cc1ccc2c(c1)c1c(c(=O)n(-c3ccccc3)c(=O)n1CC(=O)c1ccc(Cl)cc1)n2C
#44 CN(C)c1ccc(NC(=O)C[n+]2ccccc2)cc1
#45 CN(C(=S)NC(=O)C1CCCC1)c1ccccc1
#46 O=C(/C=C/c1ccco1)NC(=S)Nc1ccccc1Br
#47 O=C1CN(c2nc(-c3cccnc3)nc3scc(-c4ccccc4)c23)CCN1
#48 CC(C)CC(=O)Nc1ccc2nc(SCC(=O)N3CCc4ccccc43)sc2c1
Compound,41,42,43,44,45,46,47,48
GCN5L2 inh,0%,-9%,0%,-1%,x,-14%,-2%,-14%
DT40 TDP1 CPT,13µM*,-2%,-3%,-3%,-24%,u,4%,5.2µM*
DT40 TDP1 no CPT,u,-1%,-11%,8%,-18%,-13%,1%,2.9µM*

#49 COC(=O)c1ccc(CSc2ccccc2NC(=S)Nc2cccc(SC)c2)o1
#50 CN(C)c1ccc(N/C=C/C(=O)c2ccccc2)cc1
#51 COC(=O)CSc1nnc(C)n1-c1ccc(C)cc1
#52 C#CCN(C[C@H]1[C@H](OC(=O)NCC2CCCCC2)[C@H](OC(=O)NCC2CCCCC2)C[C@H]2C(=O)N(c3ccccc3)C(=O)[C@@H]12)S(=O)(=O)c1ccc(C)cc1
#53 CC(C)NC(=S)NNc1nc2ccccc2s1
#54 Cc1ccc(C(O)P(=O)(OC(C)C)c2ccc(N(C)C)cc2)cc1 (stereo unspecified)
#55 COc1cc(OC)c(NC(=O)c2cc3ccccc3cc2O)cc1Cl
#56 COc1ccc(C2(CNC(=O)C(=O)Nc3ccc(F)cc3)CCCC2)cc1OC
Compound,49,50,51,52,53,54,55,56
GCN5L2 inh,x,-7%,0%,x,-15%,2%,x,-7%
DT40 TDP1 CPT,u,11µM*,-9%,-16%,1.5µM*,11%,10µM*,18µM*
DT40 TDP1 no CPT,u,11µM*,-16%,u,2.9µM*,u,u,18µM*

#57 COc1cc(C(=O)N2CCN(C(=O)COc3cccc(C)c3)CC2)cc(OC)c1OC
#58 CCCCn1nc2cc(C(=O)NCc3cc(C(F)(F)F)cc(C(F)(F)F)c3)ccc2c1OCC
#59 COc1ccc(NC(=O)CSc2nnc(-c3ccccc3Cl)n2Cc2ccco2)c(OC)c1
#60 O=C1NC(=S)S/C1=C\c1coc2ccccc2c1=O
#61 COc1ccc2c(c1)S(=O)(=O)c1ccccc1N2
#62 COc1ccc(CONS(=O)(=O)c2ccc(NC(C)=O)cc2)cc1Cl
#63 CCN(CC)c1ccc(NC(=O)COC(=O)CCC(=O)c2ccc(F)cc2)cc1
#64 COc1cc(=O)n2c(c1C(=O)NCc1ccco1)CCN(C(=O)c1ccccc1-c1ncc[nH]1)CC2
Compound,57,58,59,60,61,62,63,64
GCN5L2 inh,-3%,-23%,-5%,-5%,-4%,-13%,0%,x
DT40 TDP1 CPT,10%,u,-9%,u,-9%,21µM*,-7%,22%
DT40 TDP1 no CPT,-12%,u,-9%,u,-14%,u,-1%,-2%

#65 Cc1ccc(C(=O)NCC(=O)N2CCC(Cc3ccccc3)CC2)cc1
#66 CCCn1nnnc1NCc1ccc(SC)cc1
#67 CCCS(=O)(=O)N1CCN(Cc2ccco2)CC1
#68 CCOc1ccc(N(C(=O)c2ccc(C)cc2)S(=O)(=O)c2ccc3c(c2)n(C)c(=O)n3C)cc1
#69 O=C(O)c1ccccc1NS(=O)(=O)c1cccc2cccnc12
#70 CCCCOCCCNC(=O)c1ccc([N+](=O)[O-])c(C)c1
#71 CCc1ccc(NC(=O)CC2C(=O)NCCN2C(=S)Nc2ccccc2)cc1 (stereo unspecified)
#72 COc1cccc(CN=c2c([N+](=O)[O-])nn(-c3ccccc3C)n2O)c1
Compound,65,66,67,68,69,70,71,72
GCN5L2 inh,-12%,1%,1%,-9%,0%,-3%,1%,-6%
DT40 TDP1 CPT,-15%,-9%,1%,-15%,-8%,-21%,-8%,23µM*
DT40 TDP1 no CPT,u,-4%,14%,u,-15%,-21%,u,u

#73 Cc1ccc(-c2noc(CSc3nc(N)cc(N)n3)n2)cc1
#74 CC1(c2ccc(OC(F)F)cc2)NC(=O)N(CC(=O)Nc2cccc(S(N)(=O)=O)c2)C1=O (stereo unspecified)
#75 CSC(=S)N/N=C/c1ccccc1
#76 CCN(CC)S(=O)(=O)c1ccc(NC(=O)CSc2cccc[n+]2[O-])cc1
Compound,73,74,75,76
GCN5L2 inh,3%,-26%,-3%,0%
DT40 TDP1 CPT,u,-4%,u,-29%
DT40 TDP1 no CPT,u,17%,u,-13%

Structures shown so far that contain two or more sulfur atoms:
#3 Cc1nnc(SCC(=O)Nc2ccc3c(c2)OCCO3)s1
#12 O=C(NCc1ccccc1)C1CCCN(S(=O)(=O)c2cccs2)C1 (stereo unspecified)
#22 O=C(CSc1nc2ccccc2s1)NC1CCCC1
#24 CCc1c(C)sc(NC(=S)NC(C)C2CCCO2)c1C(=O)OC (stereo unspecified)
#32 Cc1cc(/C=C2\SC(=S)NC2=O)c(C)n1-c1cccc(O)c1
#48 CC(C)CC(=O)Nc1ccc2nc(SCC(=O)N3CCc4ccccc43)sc2c1
#49 COC(=O)c1ccc(CSc2ccccc2NC(=S)Nc2cccc(SC)c2)o1
#53 CC(C)NC(=S)NNc1nc2ccccc2s1
#60 O=C1NC(=S)S/C1=C\c1coc2ccccc2c1=O
#75 CSC(=S)N/N=C/c1ccccc1
Compound,3,12,22,24,32,48,49,53,60,75
GCN5L2 inh,-1%,-5%,-19%,-5%,-4%,-14%,x,-15%,-5%,-3%
DT40 TDP1 CPT,-7%,-3%,10%,-7%,-19%,5.2µM*,u,1.5µM*,u,u
DT40 TDP1 no CPT,-13%,-15%,8%,u,7%,2.9µM*,u,2.9µM*,u,u

#76 CCN(CC)S(=O)(=O)c1ccc(NC(=O)CSc2cccc[n+]2[O-])cc1
Compound,76
GCN5L2 inh,0%
DT40 TDP1 CPT,-29%
DT40 TDP1 no CPT,-13%
